GAA inh – blocks human lysosomal alpha-glucosidase. P10253. purified human GAA, 4-MU-alpha-glucoside fluorescence. Potency, µM (series often up to 76.9 µM), inactives show at the highest dose activity change, negative = inhibition, most hits filed as inhibitors. actives 0.005% (n = 200,000);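 further: plate controls were uninhibited enzyme wells for no effect and no-enzyme background for full effect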
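AC50 values come from Hill fits of compound titrations (up to 77 uM) against 4 nM human enzyme. Substrate 4-methylumbelliferyl-alpha-D-pyranoside at 400 uM, pH 5.0 citrate buffer, 20 min room temperature; fluorescence Ex 365/Em 440 after alkaline stop.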
GAA glycogen – inhibitors or activators of human alpha-glucosidase glycogen cleavage | P10253 | recombinant GAA, glycogen substrate, Amplex Red glucose oxidase fluorescence | actives 0.38% (n = 300,000) | Potency, µM (series often up to 76.4 µM), for inactives: at the top dose activity change, negative = inhibition, most hits filed as inhibitors;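 further: 0% = full enzyme reaction and -100% = no-enzyme basal signal; the screen sought inhibitors and activators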
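qHTS, 1536-well; enzyme 4 nM final; cpd up to 77 uM; substrate bovine liver glycogen 30 ug; 50 mM citrate/phosphate pH 5.0, 0.01% Tween-20; 37 C, 40 min; Amplex Red detection 45 min RT; Hill fit → AC50.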
ALDH1A1 block – ALDH1A1 (human) enzyme inhibition. P00352. Purified ALDH1A1, NADH fluorescence, propionaldehyde substrate. Potency, µM (doses to about 75.3 µM), inactives show at the top dose activity, negative = inhibition, hits mostly inhibitors. actives 7.3% (n = 220,000). AID 1030; active means well fitted inhibition curve with a large enough effect, not every such curve was filed as active; inconclusive means small, poorly fitted or top-dose-only effect, or another doubt; inactive means no such curve, though single readings can be large or run the other way;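 further: plate controls were no enzyme wells and a reference inhibitor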
Target sequence (P00352 whole entry, looked up): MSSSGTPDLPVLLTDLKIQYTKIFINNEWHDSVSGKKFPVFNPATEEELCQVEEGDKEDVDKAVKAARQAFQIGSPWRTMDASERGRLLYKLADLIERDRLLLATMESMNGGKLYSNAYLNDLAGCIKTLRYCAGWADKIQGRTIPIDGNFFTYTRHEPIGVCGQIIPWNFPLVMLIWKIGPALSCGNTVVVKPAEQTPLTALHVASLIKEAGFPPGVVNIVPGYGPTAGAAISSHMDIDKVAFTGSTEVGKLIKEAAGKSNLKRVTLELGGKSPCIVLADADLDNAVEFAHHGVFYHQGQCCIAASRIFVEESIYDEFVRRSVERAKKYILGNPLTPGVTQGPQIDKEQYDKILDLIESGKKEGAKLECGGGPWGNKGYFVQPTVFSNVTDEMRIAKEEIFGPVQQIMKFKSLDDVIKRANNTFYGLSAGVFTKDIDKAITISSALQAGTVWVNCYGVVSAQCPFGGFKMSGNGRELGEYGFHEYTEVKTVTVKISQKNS
Tau fluor cs – counter-screen for tau fibril formation inhibitors. tau K18 P301L Alexa594 fluorescence, heparin fibrillization. actives 0.93% (n = 280,000). AID 1463. Potency, µM (top dose mostly 57.7 µM), for the others: at the highest dose activity change, negative = decrease; further: on the % scale 0 is the no-effect control and ±100 the full control effect; nearly all actives have a fitted effect of over 55% in size
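Human tau K18 P301L (15 uM unlabeled, 0.24 uM Alexa 594-labeled) in 100 mM sodium acetate pH 7 with 20 uM heparin, 6 hr at 37 C. ThT 30 uM added, 1 hr ambient; Alexa 594 FP and total fluorescence read at 555/632 nm.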
GAA spleen mod – lysosomal alpha-glucosidase (human) modulation. P10253. human spleen homogenate, 4-MU-alpha-glucoside fluorescence. Potency, µM (series often up to 79.9 µM), for inactives: at the highest dose activity change, negative = inhibition, actives largely listed as inhibitors. actives 0.006% (n = 240,000);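 further: 0% = enzyme with vehicle and -100% = no enzyme basal signal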
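Compounds were titrated against alpha-glucosidase in spleen homogenate at pH 5.0, with 1 mM 4-methylumbelliferyl substrate for 40 min at 37 C. Reactions were quenched with pH 10 NaOH/glycine and fluorescence measured.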
NPSR antag – blocks cAMP signaling of the human neuropeptide S receptor. CHO-NPSR cells, cAMP TR-FRET, antagonist mode. Q6W5P4. actives 1% (n = 220,000). Potency, µM (titrated, usually from 38.3 µM), inactives show at the highest dose activity change, negative = inhibition, usual class: inhibitors. AID 1461; further: on the % scale 0 is the no-effect control and ±100 the full control effect; nearly all actives have a fitted effect of over 50% in size; many of its hits are not listed in these tables
Target sequence (Q6W5P4 whole entry, looked up): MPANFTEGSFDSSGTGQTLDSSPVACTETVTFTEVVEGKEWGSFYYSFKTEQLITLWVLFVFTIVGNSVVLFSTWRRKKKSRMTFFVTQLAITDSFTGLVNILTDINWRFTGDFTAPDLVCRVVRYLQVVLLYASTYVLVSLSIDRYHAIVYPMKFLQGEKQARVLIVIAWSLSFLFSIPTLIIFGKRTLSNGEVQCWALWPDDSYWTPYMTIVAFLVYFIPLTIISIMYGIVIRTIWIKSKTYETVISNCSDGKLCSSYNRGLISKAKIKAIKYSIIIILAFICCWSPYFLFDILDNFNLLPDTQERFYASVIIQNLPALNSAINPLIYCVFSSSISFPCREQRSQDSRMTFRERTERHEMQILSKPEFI
aGal spleen mod – inhibits or activates alpha-galactosidase in human spleen homogenate; human spleen homogenate, 4MU-alpha-Gal fluorescence, 40 min; Potency, µM (series often up to 80 µM), inactives show at the highest dose activity change, negative = inhibition, actives largely listed as inhibitors; actives 0.008% (n = 240,000); AID 2107;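 further: 0% = enzyme with vehicle and -100% = no enzyme basal signal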
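qHTS titration in buffer at pH 5.0. Alpha-galactosidase activity in spleen homogenate was measured via 4-methylumbelliferone release from 1 mM fluorogenic substrate after 40 min at 37C and a pH 10 stop. AC50 came from Hill fits of control-normalized data.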
Epigenetic derep – regulators of epigenetic silencing causing reporter derepression in mouse cells | murine LDR cells, GFP reporter derepression, 30 h | Potency, µM (highest dose often 53.9 µM), inactives show at the highest dose GFP activation, most hits filed as activators | actives 0.2% (n = 280,000) | AID 1865; further: % of control where 0% means no effect; nearly all actives have a fitted effect of over 60% in size
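Readout is the number of GFP-expressing murine LDR cells, counted by cytometry following washing. Cells were treated with compound for 30 h at 37 C; the stably integrated CMV-GFP locus is normally silent.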
Numbers without * were called inactive; ? = inconclusive; . = not tested or not shown; [ ] = remark or other dose. Unless noted, the call rests on the fitted dose curve; in most records, active means well fitted curve in the direction sought with a large enough effect; inconclusive means small, poorly fitted or top-dose-only effect, or another doubt; inactive means no such curve, though single readings can be large; an effect the other way counts as inactive or inconclusive. Potency means the concentration at half of the fitted maximal effect.

1	C/C(=N\NC(=O)C(N)=O)c1ccc2c(c1)OCCO2
2	CCC1CCCCN1C(=O)CSc1nc2c([nH]c3ccccc32)c(=O)n1C (stereo unspecified)
3	Cc1ccc(Cn2c(C)nc3c(c2=O)c2nc4ccccc4nc2n3Cc2ccco2)cc1
4	COCCNC(=O)c1ccccc1NS(=O)(=O)c1ccc(Br)s1
5	CCOC(=O)CC1COCCN1Cc1cn(C)nc1-c1ccccc1F (stereo unspecified)
6	COc1cccc(-n2nnc3c(=O)n(CC(=O)Nc4ccccc4C)cnc32)c1

assay / entry | 1 | 2 | 3 | 4 | 5 | 6
Epigenetic derep | -1.2% | -1.0% | 74% | 0.1% | -1.1% | 1.3%
Tau fluor cs | -2% | -17% | 0% | -6% | -11% | 11%
aGal spleen mod | 5% | 0% | 9% | 1% | -7% | 1%
GAA inh | -9% | 5% | -5% | -4% | 8% | 5%
NPSR antag | 11% | ? | ? | 5%[46.1 µM] | -3% | 6%
GAA glycogen | -11% | -20% | -11% | 1% | 10% | -3%
ALDH1A1 block | 13% | ? | ? | 7% | 10µM* | -1%
GAA spleen mod | 1% | -9% | 4% | 1% | -7% | 6%

7	Cc1[nH]nc2c1C(C(C)c1ccccc1)C(C#N)=C(N)O2 (stereo unspecified)
8	COc1ccccc1OCCC(=O)OCC(=O)Nc1cc(S(=O)(=O)N(C)C)ccc1Cl
9	CC1(O)C(=O)C=C2C=C3CCCN3C=C2C1=O (stereo unspecified)
10	O=C(Nc1cccc(F)c1)c1ccc2c(c1)OCO2
11	CSc1cccc(NC(=O)Cc2ccccc2[N+](=O)[O-])c1
12	O=C(NC(=S)Nc1ccc(S(=O)(=O)Nc2nccs2)cc1)c1ccc(Br)o1

assay / entry | 7 | 8 | 9 | 10 | 11 | 12
Epigenetic derep | 5.4% | -0.1% | 0.0%[10.1 µM] | 0.8% | -4.3% | 1.3%
Tau fluor cs | -1% | -12% | -26%[11.6 µM] | -8% | -19% | -4%
aGal spleen mod | 2% | -2% | 3%[17.5 µM] | 3% | -5% | -3%
GAA inh | -1% | 4% | . | -15% | -10% | -10%
NPSR antag | 21% | -12% | . | -5%[46.1 µM] | -2% | -28%
GAA glycogen | -4% | 1% | . | -4% | 13% | 7%
ALDH1A1 block | 36%[activator] | 3.2µM* | ? | -1% | 35µM* | 32µM*
GAA spleen mod | 1% | 2% | -7%[17.4 µM] | 2% | -2% | -3%

13	COCCCNC(=S)N/N=C/c1ccc2c(c1)OCO2
14	O=C(/C=C/c1ccc(Cl)cc1)N(Cc1ccccc1)C1CCS(=O)(=O)C1 (stereo unspecified)
15	CSc1nc2c(c(-c3ccc(O)cc3)c1C#N)CCC2
16	Cc1ccoc1C(=O)N1CCCC(CCC(=O)N2CCN(c3ccccn3)CC2)C1 (stereo unspecified)
17	Cn1c(=O)c2ncn(CC(=O)NCCOc3ccccc3)c2n(C)c1=O
18	O=S(=O)(c1ccc(NCC2CCCCC2)nc1)N1CCOCC1

assay / entry | 13 | 14 | 15 | 16 | 17 | 18
Epigenetic derep | 3.0% | -1.1% | 0.0% | -3.2% | 0.0% | -1.0%
Tau fluor cs | -7% | -12% | ? | 1% | 4% | -3%
aGal spleen mod | -7% | -4% | -8% | 14% | 3% | -3%
GAA inh | 6% | -1% | 0% | 8% | 3% | -4%
NPSR antag | 34% | 4% | -13%[46.1 µM] | 4% | -12%[46.1 µM] | -6%[46.1 µM]
GAA glycogen | -17% | -4% | -1% | -4% | 5% | -4%
ALDH1A1 block | -7% | 13µM* | ? | ? | -1% | -2%
GAA spleen mod | -3% | -2% | -9% | -1% | -11% | -1%

19	CC(C)/C(O)=C1/C(=O)OC(c2ccoc2)[C@@]2(C)C(O)C(O)[C@@]34OC5(C)OC67CC(C)(C(O)[C@@]6(O)C(O)[C@@]3(O5)C12)C(CC(=O)O)[C@@]74C (stereo partly specified)
20	COc1ccc(C(=O)NCC(=O)OCC(=O)NCc2cccs2)cc1
21	Fc1cc2nccnc2cc1N1CCSCC1
22	COc1ccccc1C(=O)Oc1ccccc1C(=O)Nc1ccccc1
23	Cc1ccc(O)c(C(CC(=O)N2CCCC2)c2ccccc2)c1 (stereo unspecified)
24	CCn1c(SCC(=O)NNC(=O)c2ccco2)nnc1-c1ccco1

assay / entry | 19 | 20 | 21 | 22 | 23 | 24
Epigenetic derep | 11% | 1.1% | -0.8% | -4.1% | 14% | 2.7%
Tau fluor cs | 1% | -5% | 3% | -2% | -8% | -2%
aGal spleen mod | 12% | -1% | -4% | 9% | 3% | 3%
GAA inh | . | 3% | -2% | 0% | 0% | 3%
NPSR antag | . | 9% | 0%[46.1 µM] | -12% | 4% | 37%
GAA glycogen | . | 4% | 4% | -16% | -6% | 5%
ALDH1A1 block | -4% | ? | 17% | 9% | -7% | 13%
GAA spleen mod | 9% | -3% | 0% | -13% | -3% | -1%

25	CCOC(=O)C1=C(CN2CCOCC2)NC(=O)NC1c1cccc([N+](=O)[O-])c1 (stereo unspecified)
26	COc1ccc(-c2cc(=O)n(-c3nc4ccccc4[nH]3)[nH]2)cc1
27	COc1ccc(CN(C)c2nc(-c3cccnc3)nc3ccccc23)cc1OC
28	S=C(Nc1cccc2ccccc12)N1CCN(c2ncccn2)CC1
29	Cc1ccc(S(=O)(=O)N(CC(=O)NCC2CCCO2)c2cccc([N+](=O)[O-])c2)cc1 (stereo unspecified)
30	Cc1ccc(-c2nc(CN3CCCCC3CCN3CCCC3=O)c(C)o2)o1 (stereo unspecified)

assay / entry | 25 | 26 | 27 | 28 | 29 | 30
Epigenetic derep | 1.0% | 0.0% | 11% | -1.4% | -1.5% | 3.0%
Tau fluor cs | 10% | ? | -16% | -10% | -4% | 1%
aGal spleen mod | 7% | 19% | 1% | 1% | 1% | 1%
GAA inh | 13% | ? | -7% | 0% | -6% | ?
NPSR antag | 0% | -4%[46.1 µM] | -33% | -1%[46.1 µM] | -12% | -7%
GAA glycogen | -9% | -3% | 7% | -20% | -5% | 8%
ALDH1A1 block | 9% | 20% | ? | ? | 14µM* | 2%
GAA spleen mod | -5% | 2% | 0% | 4% | -5% | 2%

31	COc1c(Cl)cc(-c2noc(C)c2C(=O)NCCc2ccc(C)cc2)cc1Cl
32	S=C(Nc1ccc2nsnc2c1)N1CCCCCC1
33	Cc1cc(=O)oc2c1c(C)nn2-c1cccc(Cl)c1
34	CN1CCN(S(=O)(=O)c2ccc(N(C)CC(=O)Nc3ccc(F)cc3)nc2)CC1
35	Nc1nc(CN2CCN(Cc3ccc4c(c3)OCO4)CC2)nc(Nc2ccccc2)n1
36	CCCN1C(=O)/C(=N\OCC(=O)NC23CC4CC(CC(C4)C2)C3)c2ccccc21

assay / entry | 31 | 32 | 33 | 34 | 35 | 36
Epigenetic derep | -0.2% | 2.3% | -4.3% | -7.8% | -0.9% | 1.1%
Tau fluor cs | ? | 8%[2.34 µM] | -2% | -2% | 7% | -10%
aGal spleen mod | -1% | -10% | 2% | -3% | -10% | 9%
GAA inh | -29% | 7% | -1% | -3% | -11% | -6%
NPSR antag | -8%[46.1 µM] | 18% | 3% | -4%[46.1 µM] | -2%[46.1 µM] | ?
GAA glycogen | -4% | 7% | -2% | -6% | 8% | -1%
ALDH1A1 block | -11% | 0% | -2% | 0% | -13% | 0.28µM*
GAA spleen mod | 3% | -2% | 6% | -1% | -12% | 1%

A different layout for part of the listing above.
cpd	SMILES	Epigenetic derep	Tau fluor cs	aGal spleen mod	GAA inh	NPSR antag	GAA glycogen	ALDH1A1 block	GAA spleen mod
33	Cc1cc(=O)oc2c1c(C)nn2-c1cccc(Cl)c1	-4.3%	-2%	2%	-1%	3%	-2%	-2%	6%
32	S=C(Nc1ccc2nsnc2c1)N1CCCCCC1	2.3%	8%[2.34 µM]	-10%	7%	18%	7%	0%	-2%
31	COc1c(Cl)cc(-c2noc(C)c2C(=O)NCCc2ccc(C)cc2)cc1Cl	-0.2%	?	-1%	-29%	-8%[46.1 µM]	-4%	-11%	3%

(more compounds)
37	CC1(C)C(=O)OC(c2c3ccccc3cc3ccccc23)C(C)(C)C1=O (stereo unspecified)
38	Cc1cc(C)nc(Nc2n[nH]c(C)n2)n1
39	Cc1cccc(N(Cc2nnc3n2CCCCC3)C(=O)Nc2ccccc2)c1
40	Cc1c(O)c(CN2CCCC2)cc2c1oc(=O)c1ccccc12
41	CCC(NC(=O)C1CCC1)c1ccccc1 (stereo unspecified)
42	N#CCCN1CCN(C2=NC(=O)/C(=C\c3cccs3)S2)CC1

assay / entry | 37 | 38 | 39 | 40 | 41 | 42
Epigenetic derep | 0.1% | 5.9% | -1.6% | -0.9% | -0.8% | 0.3%
Tau fluor cs | -28% | -9% | 1% | -14% | 6% | -4%
aGal spleen mod | 17% | 7% | 8% | -1% | 2% | -8%
GAA inh | . | 4% | 5% | -3% | -4% | ?
NPSR antag | -52% | -9% | 1%[46.1 µM] | -20%[46.1 µM] | 2%[46.1 µM] | -37%
GAA glycogen | 1% | -10% | 4% | 13% | 2% | -1%
ALDH1A1 block | . | 6% | -5% | ? | 2% | 25µM*
GAA spleen mod | 8% | -10% | -1% | -2% | -1% | -10%

Screen by screen, as entered above.
Tau fluor cs, compounds 37 to 40 → -28%, -9%, 1%, -14%
ALDH1A1 block, compounds 37 to 40 → ., 6%, -5%, ?
Epigenetic derep, compounds 37 to 40 → 0.1%, 5.9%, -1.6%, -0.9%

(further entries)
43	CCOC(=O)c1sc(NC(=O)CSc2nc(C)cc(-c3ccccc3)n2)c(C#N)c1C
44	CC(C)(C)c1ccc(C(=O)Cn2nc(C(=O)O)c3ccccc3c2=O)cc1
45	Cc1cccnc1NC(=O)c1c(O)c2ccccc2n(C)c1=O
46	COc1ccccc1S(=O)Cc1ccc(C(=O)O)o1 (stereo unspecified)
47	O=C1C(=O)c2ccccc2C([O-])=C1[n+]1ccccc1
48	O=C(Nc1nnc(COc2ccc(F)cc2)s1)Nc1ccccc1F

assay / entry | 43 | 44 | 45 | 46 | 47 | 48
Epigenetic derep | -0.9% | 0.0% | 1.8% | -1.1% | 3.7% | 0.0%
Tau fluor cs | ? | -15% | -5% | -7% | -18% | -25%
aGal spleen mod | 1% | 4% | 4% | 14% | -7% | -1%
GAA inh | -1% | . | -12% | -4%[15.4 µM] | . | .
NPSR antag | -21%[46.1 µM] | -2% | -5%[46.1 µM] | -4%[46.1 µM] | -4% | 0%
GAA glycogen | 2% | 1% | 4% | 0% | -7% | 1%
ALDH1A1 block | 3.2µM* | . | -10% | ? | . | .
GAA spleen mod | -1% | 3% | -3% | 1% | -5% | -1%

Only part of the results is shown; rates above refer to the full screens.
